Source: PubChem BioAssay
PrPC TRFRET: inhibitors of human cell surface prion protein PrPC; P04156; TR-FRET read-out; inhibition, % at 13.8 µM; 370,000 compounds, 0.43% hits; in the data active = inhibition above about 24%; note: 0% = median of the test wells and 100% = reference compound wells
Anthrax LF inh2: blocks Bacillus anthracis lethal factor protease | P15917 | multiplex microsphere protease cleavage assay, LF | inhibition, % at 10 µM | 360,000 compounds, 0.12% hits | AID 588501; note: plate controls were buffer without enzyme for full effect and enzyme alone for no effect
Target sequence (P15917 whole entry, looked up): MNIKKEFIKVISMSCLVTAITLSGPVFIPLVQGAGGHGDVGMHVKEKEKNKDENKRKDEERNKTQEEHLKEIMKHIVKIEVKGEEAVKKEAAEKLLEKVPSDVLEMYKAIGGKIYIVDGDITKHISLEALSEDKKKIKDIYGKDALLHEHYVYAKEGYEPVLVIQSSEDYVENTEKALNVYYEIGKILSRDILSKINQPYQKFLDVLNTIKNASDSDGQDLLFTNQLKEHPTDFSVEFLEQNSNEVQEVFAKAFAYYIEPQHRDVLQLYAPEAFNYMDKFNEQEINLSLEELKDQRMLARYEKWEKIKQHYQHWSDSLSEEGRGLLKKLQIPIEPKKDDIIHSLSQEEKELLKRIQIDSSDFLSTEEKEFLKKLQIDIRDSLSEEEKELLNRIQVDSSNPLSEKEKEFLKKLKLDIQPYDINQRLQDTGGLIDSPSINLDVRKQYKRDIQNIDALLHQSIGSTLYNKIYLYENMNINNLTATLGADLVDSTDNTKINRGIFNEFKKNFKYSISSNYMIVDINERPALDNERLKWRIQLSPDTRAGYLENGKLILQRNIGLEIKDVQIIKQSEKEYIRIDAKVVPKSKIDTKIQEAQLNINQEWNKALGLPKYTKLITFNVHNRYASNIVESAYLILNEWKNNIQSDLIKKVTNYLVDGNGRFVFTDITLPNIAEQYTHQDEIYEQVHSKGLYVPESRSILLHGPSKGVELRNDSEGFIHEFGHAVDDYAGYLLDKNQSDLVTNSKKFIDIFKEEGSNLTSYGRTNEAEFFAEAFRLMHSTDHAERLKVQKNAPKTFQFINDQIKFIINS
BoNT-A LC inh2: BoNT A light chain protease inhibition. multiplex microsphere protease substrate cleavage, flow cytometry. inhibition, % at 10 µM. 360,000 compounds, 0.17% hits. AID 588499; note: plate controls were buffer without enzyme for full effect and enzyme alone for no effect
Y pestis TopoI: inhibitors of Yersinia pestis topoisomerase I; Y. pestis Topo-I cleavage product accumulation, plate reader; activity, % at 10 µM; 360,000 compounds, 0.064% hits; AID 504884; in the data active = activity above about 50%, passing the limit was not always enough; inconclusive = no clear call, values can overlap the other calls; note: inactives centre near 2
3CLpro inhibitor: SARS-CoV 3CLpro protease inhibition; recombinant SARS-CoV 3CLpro, quenched FRET peptide cleavage; inhibition, % at 6 µM; 290,000 compounds, 0.14% hits; AID 1706; in the data active = inhibition above about 12%
PfHsp40 yeast: rescue of PfHsp40-mediated yeast toxicity; AID 504582; S. cerevisiae expressing PfHsp40, growth rescue, ATP luminescence; growth rescue, % at 12.5 µM; 340,000 compounds, 0.68% hits; in the data active = growth rescue above about 28%, passing the limit was not always enough; inconclusive = no clear call, values can overlap the other calls;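 note: yeast W303a lacking pdr1 and pdr3 grown in galactose medium; growth measured after three days at 30 °C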
PriA SSB inh: blocks PriA binding to SSB C-terminal tail; AlphaScreen SSBct-PriA binding, biotinylated peptide; inhibition, % at 33 µM; 430,000 compounds, 0.6% hits; in the data active = inhibition mostly above about 37%, no sharp cut-off; inactive = mostly below about 20%;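 note: plate controls were negative control peptide for no effect and reference peptide for full effect; strong numbers were not always called active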
TcdB inh: TcdB glycohydrolase inhibition; inhibition, % at 9.99 µM; P18177; 350,000 compounds, 0.24% hits; AID 652162; TcdB glycohydrolase enzymatic assay, plate reader; in the data active = inhibition above about 10%
BH1578 lux ind: induces V. cholerae light production without autoinducers; activation, % at 18.7 µM; 350,000 compounds, 0.16% hits; V. cholerae BH1578 lux reporter, luminescence, 6 h; AID 588436; in the data active = activation mostly above about 9.7%, no sharp cut-off; inconclusive = no clear call, values can overlap the other calls; inactive = mostly below about 3.7%; note: not every result past the cut was called active; inactives centre near 0; reference of the scale not given here
An asterisk follows results filed as active; i = inactive; ? = inconclusive; nt = no result given; & = joins results of further samples. Cut-off read from the data, not from the text of the source, unless noted: active = inhibition above about 30%; inconclusive = no clear call, values can overlap the other calls; inactive = below that. Not all compounds are listed, so the mix of outcomes need not match the whole.

The first two records, ahead of the listing:
Each structure is followed by: PrPC TRFRET, Anthrax LF inh2, BoNT-A LC inh2, Y pestis TopoI, 3CLpro inhibitor, PfHsp40 yeast, PriA SSB inh, TcdB inh, BH1578 lux ind
- COc1ccc(C(C2C(=O)CC(C)(C)CC2=O)C2C(=O)CC(C)(C)CC2=O)cc1CO
→ -1, 6, 2.0, 6, 0, -0.4, -2, 0.5, -0.5
- CN1CCN(S(=O)(=O)c2ccc(N(C)Cc3cccc(F)c3)nc2)CC1
→ 1, 11, 2.6, 7, nt, 0.5, 0, 0.5, i

This part in full (from the top)
Each structure is followed by: PrPC TRFRET, Anthrax LF inh2, BoNT-A LC inh2, Y pestis TopoI, 3CLpro inhibitor, PfHsp40 yeast, PriA SSB inh, TcdB inh, BH1578 lux ind
- COc1ccc(C(C2C(=O)CC(C)(C)CC2=O)C2C(=O)CC(C)(C)CC2=O)cc1CO
→ -1, 6, 2.0, 6, 0, -0.4, -2, 0.5, -0.5
- CN1CCN(S(=O)(=O)c2ccc(N(C)Cc3cccc(F)c3)nc2)CC1
→ 1, 11, 2.6, 7, nt, 0.5, 0, 0.5, i
- CCCCCOC(=O)CC(C(=O)OCCCCC)N1CCCCC1 (stereo not given)
→ -10, 2, -0.7, 38, 0, -1.3, -134, nt, -0.7
- CC(=O)NS(=O)(=O)c1ccc(NC(=O)c2ccc3c(c2)OCO3)cc1
→ -5, 12, -2.6, -14, -5, -2.4, -11, 1.7, -0.8
- O=C(c1ccccc1)C(O)(Cc1ccccc1)c1ccccc1 (stereo not given)
→ -1, -13, -4.5, -5, nt, 6.6, -27, 2.0, -0.2
- CC(=O)Nc1cccc(NC(=O)c2cc(-c3cccnc3)nc3ccc(Br)cc23)c1
→ -9, -7, -1.8, -8, 1, 2.2, 6, 0.4, i
- COc1ccc(C)cc1S(=O)(=O)NC1CCCCC1C (stereo not given)
→ 3, 4, 0.8, 12, 1, 0.8, -17, nt, i
- CN(C)C(=O)c1ccc(NC(=O)c2ccc(-c3ccc(Cl)cc3)o2)cc1
→ -8, -1, -4.2, 3, nt, 2.2, -7, 1.0, i
- CCCS(=O)(=O)NC(=O)C1(C)CCN(C(=O)c2oc3ccccc3c2C)C1 (stereo not given)
→ 5, -4, 0.6, 11, nt, nt, nt, 0.9, i
- O=C(NCCn1ccc2ccccc21)c1ccc2c(c1)OCO2
→ 11, 17, 19, 4, -1, -1.2, -10, 0.1, -0.3
- CCOC(=O)c1cn(CC)c2cc(Cl)c([N+](=O)[O-])cc2c1=O
→ -22, -3, -0.6, 5, 1, 1.3, -13, nt, -0.5
- CC(C)(C)c1ccc(C(=O)CSc2n[nH]c(=O)[nH]c2=O)cc1
→ -2, -8, -0.6, 5, -4, 0.5, 1, nt, i
- S=C(NCCc1ccccc1)Nc1nccs1
→ -2, -8, -0.1, -14, nt, 0.8, -5, -0.3, i
- CCC(=O)N1CC(=O)Nc2ccc(Br)cc2C1c1ccccc1 (stereo not given)
→ -4, -1, 0.5, 2, 2, 0.7, 6, 0.3, -8.3
- Cc1c(C(c2cc(O)ccc2Cl)c2c(C)n(C)n(-c3ccccc3)c2=O)c(=O)n(-c2ccccc2)n1C
→ -5, 2, 1.9, 4, 2, -1.8, -3, -0.4, -1.8
- O=C(c1ccccc1)N1CCC(CC2CC(c3ccc(Cl)cc3)=NO2)(C(=O)NCC2CCCCC2)CC1 (stereo not given)
→ 3, 0, -0.3, -7, -3, -0.7, -14, -0.7, -0.5
- O=C(Nc1ccc(-c2nc3ccccc3[nH]2)cc1)c1ccco1
→ nt, 0, -0.9, -6, 3, -0.9, 1&6, nt, -5.0
- COc1ccc(S(=O)(=O)N2CCOCC2)cc1NC(=O)COC(=O)CC1CC2CCC1C2 (stereo not given)
→ -3, -4, -0.2, 21, nt, 1.6, -1, 1.6, i
- CCOc1ccc(N2CC(C(=O)NCc3ccccc3)CC2=O)cc1 (stereo not given)
→ -2, 0, 0.9, 1, 4, -1.1, -27, -0.1, -0.4
- CC(C)Cn1c(-c2cccnc2)nc2c1c(=O)[nH]c(=O)n2CC(C)C
→ 17, -2, 0.8, 5, 0, -0.4, 4, 0.3, -1.5
- COc1ccc(-n2ncc3c(NCc4cccnc4)ncnc32)cc1
→ 23, 2, -1.0, -4, -1, 0.2, -8, 0.7, -0.8
- CC12CCC(=O)C=C1CCCC2=O (stereo not given)
→ -9, -10, 0.0, 9, nt, -2.0, -11, -0.7, 4.3
- Cn1c(SCC(=O)c2ccc3c(c2)OCCO3)nnc1C(F)(F)F
→ 6, nt, nt, 3, -2, -1.0, -1, 0.2, i
- O=C(COC(=O)c1ccc(S(=O)(=O)N2CCOCC2)cc1)NCc1cccs1
→ 0, 1, -0.5, 6, 2, -0.7, -3, 1.0, 0.7
- CC1(C)CC(=O)C2=C(C1)N(Cc1ccco1)C(=O)C2(O)C(F)(F)F (stereo not given)
→ 4, -8, -0.2, -2, -5, 1.5, -18, nt, -0.7
- O=C(NCCc1c[nH]c2ccccc12)C(=O)NCC1OCCN1S(=O)(=O)c1cc(F)ccc1F (stereo not given)
→ 2, -10, -0.5, -5, -1, 0.0, -10, -0.5, -0.1
- CCOC(=O)N1CCN(C(=O)c2ccc(OC)c(OC)c2)CC1
→ -2, -4, 1.1, -17, -2, -0.7, -11, nt, nt
- Cn1cccc1CC(=O)N/N=C\c1cccs1
→ -8, 5, 0.8, -7, -2, -0.6, nt, nt, 0.9
- O=C(NC(c1ccc(-c2ccccc2)cc1)c1cnccn1)C1CCN(CCOc2ccc(F)cc2)CC1 (stereo not given)
→ -4, -4, -0.5, 14, nt, nt, nt, -0.7, -1.2
- COc1cccc(C2CC(c3ccccc3C)n3nc(N)nc3N2)c1 (stereo not given)
→ -3, -5, 0.7, 9, 0, -0.3, 3, 0.7, i
- Cc1noc(C)c1S(=O)(=O)Nc1ccc2c(c1)C(=O)N([C@H](C)CO)C[C@H](C)[C@@H](CN(C)S(=O)(=O)c1ccccc1)O2
→ -4, -6, -0.2, 26, nt, 1.6, -6, 0.4&0.5, -0.8
- COc1cc(CCCN2CCNC[C@@H]2C(C)O)cc(OC)c1OC (stereo not given in full)
→ -3, 0, -0.7, -1, nt, 0.1, 0, 0.9, -0.6
- CCOC(=O)N1CCN(CC(O)COC2CC(C)CC(C)(C)C2)CC1 (stereo not given)
→ -5, -2, -0.3, 0, -5, -0.1, -17, nt, -2.2
- COc1ccccc1COC(=O)Nc1c(C)nn(C)c1Cl
→ -3, -1, ?, 4, -1, 1.5, -13, nt, i
- CCN1C(=O)/C(=C\c2cn(CCC#N)nc2-c2ccc(F)cc2)SC1=S
→ -1, 13, 29, 11, -3, 5.7, -15, -0.3, -0.3
- O=C(N/N=C/c1ccc(O)c([N+](=O)[O-])c1)C1CC1(c1ccccc1)c1ccccc1 (stereo not given)
→ -6, 3, 2.1, 0, 5, 1.3, nt, 1.2, -0.3
- O=S(=O)(c1ccc(Br)s1)N1CCC2(CC1)OCCO2
→ 0, 0, -2.6, -4, -5, 0.5, -12, 0.5, -0.1
- CC(C(=O)N/N=C/c1ccc(N(C)C)c(Br)c1)N(c1ccccc1)S(C)(=O)=O (stereo not given)
→ 10, -2, 0.2, 2, -1, -1.0, nt, nt, 0.6
- NS(=O)(=O)c1ccc2nc(NC(=O)CS(=O)(=O)c3ccccc3)sc2c1
→ 2, -2, 2.4, 4, 6, -0.5, -1, -1.2, -0.6
- COc1ccccc1N1CCN(C(=O)CN(c2ccc(C)c(C)c2)S(C)(=O)=O)CC1
→ -1, 7, -0.2, 23, 2, -0.9, -5, 2.0, -0.4
- CC(=O)NCCNC(=O)c1ccc2c(c1)S(=O)(=O)c1ccccc1C2=O
→ -60, -2, 0.4, -6, -2, 1.3, 3, 1.0, -0.3
- CC1(c2ccc3noc(-c4cccc(F)c4)c3c2)OCCO1
→ -3, 0, 0.9, -4, -4, 1.2, -7, 0.6, i
- O=C(COc1ccccc1Br)NC1CC1
→ 3, 2, 3.9, 1, -3, -0.7, -16, -0.1, -3.9
- COc1cccc(NC(=O)CN(C)C(=O)c2ccc(Cl)c(S(=O)(=O)N3CCCCCC3)c2)c1
→ -2, -2, 3.1, -4, nt, 0.1, -8, 0.0, -1.2
- O=C(COC(=O)C12CC3CC(CC(O)(C3)C1)C2)Nc1ccc(Br)cc1F
→ 6, -9, -0.5, 9, nt, -1.2, -3, 0.8, i
- COC(=O)[C@@]1(Cc2ccc(F)cc2)[C@H]2c3cc(C(=O)N(C)C)n(CCc4c[nH]c5ccc(OC)cc45)c3C[C@H]2CN1C(=O)c1ccccc1
→ -3, -1, -0.1, nt, nt, nt, nt, 0.2, nt
- CCCCC(OC(=O)c1ccco1)C(=O)NCc1ccc(C)cc1 (stereo not given)
→ 5, -6, -1.0, 12, 0, 1.0, -11, 2.0, -0.7
- CCOCCn1c(=NC(=O)c2cc3ccccc3oc2=O)sc2cc(S(N)(=O)=O)ccc21
→ -4, -1, 0.7, 20, 1, -0.7, -10, nt, i
- C=CCn1c(N)cc(=O)nc1SCC(=O)NC(C)c1ccccc1 (stereo not given)
→ 2, -2, -0.4, -7, 0, -0.3, -6, nt, 2.8
- COc1ccc(/C=N\Nc2ncc(F)c(N3CCOCC3)n2)cc1OC
→ -15, -4, -0.7, -8, 3, -1.9, nt, 1.2, -0.3
- O=C(CC1CCCCC1)N1CCC(c2nc(-c3ccc(S(=O)(=O)N4CCCC4)cc3)no2)CC1
→ -3, -2, 1.2, 29, 1, 2.6, -5, nt, i
- COc1ccc(C(=O)Nc2cc(=O)[nH]c3ncnn23)cc1
→ 8, -12, -0.8, 1, 3, -0.7, -4, 1.3, i
- O=C(CSc1n[nH]c(-c2cccs2)n1)NCCc1ccccc1
→ 3, nt, nt, -4, nt, -0.5, -17, 0.4, -0.4
- Clc1ccc(N2CCN(/N=C/c3ccncc3)CC2)cc1
→ 9, -12, -3.5, 2, 1, -0.4, i, -0.1, -0.4
- CCOC(=O)C1CCN(C(=O)Cn2cnc3sc(C)c(S(=O)(=O)N4CCOCC4)c3c2=O)CC1
→ -2, 1, 1.2, -1, 0, -0.7, -11, 0.7, 0.4
- CC1(C)Cc2cccc(Oc3cc(NN4CCCCC4)c([N+](=O)[O-])cc3[N+](=O)[O-])c2O1
→ 1, -1, 0.4, -6, 0, 0.7, 27, -0.2, i
- CCN(CC)S(=O)(=O)c1ccc2c(c1)CC(C(=O)N1CCCC1)N2C(C)=O (stereo not given)
→ -2, 4, -1.7, -2, -6, ?, -6, -2.7, i
- COc1cccc(C2CC(C(F)(F)F)n3ncc(C(=O)NCc4ccco4)c3N2)c1 (stereo not given)
→ 2, -8, -0.4, 0, 2, 1.4, 0, nt, -0.6
- O=C(Nc1ccc(C2=NCCN2)cc1)c1ccc(C(=O)Nc2ccc(C3=NCCN3)cc2)c([N+](=O)[O-])c1
→ -47, 1, 3.9, -39, -13, 125*, 8, 0.6, i
- CCOc1ccc(CN2CCN(C3CCSCC3)CC2CCO)cc1 (stereo not given)
→ -4, -2, -0.6, -1, 4, -0.2, -1, 1.1, -0.8

(cont.)
Each structure is followed by: PrPC TRFRET, Anthrax LF inh2, BoNT-A LC inh2, Y pestis TopoI, 3CLpro inhibitor, PfHsp40 yeast, PriA SSB inh, TcdB inh, BH1578 lux ind
- CC(OC(=O)C1CC(=O)N(Cc2ccccc2)C1)C(=O)Nc1cccc(C#N)c1 (stereo not given)
→ -2, -3, 1.1, -9, -3, 0.4, -9, -0.2, -0.5
- C=CCn1cnc2c(nnn2-c2ccc(C)c(C)c2)c1=O
→ 0, -1, 0.7, -3, 4, 1.6, 0, 0.4, -1.4
- O=C(CSC1=NCCN1)NC12CC3CC(CC(C3)C1)C2
→ 0, -1, 0.1, -4, -1, 0.8, -1, nt, i
- CCCc1nn(C)c2c1C(c1cccnc1)C(C#N)=C(N)O2 (stereo not given)
→ 6, -2, -2.7, -4, 6, 0.1, -12, nt, 2.7
- COc1ccccc1NS(=O)(=O)c1cccc(C(=O)N(C)Cc2cccs2)c1
→ 1, -2, -0.1, 33, -6, -1.2, 1, 1.8, -0.3
- COC(=O)Cn1cc(C(=O)C2CC2)c2ccccc21
→ -6, -4, -0.2, 4, 1, -0.8, 5, nt, -0.6
- CC(OC(=O)/C(C#N)=C/c1ccc(N(C)C)cc1)C(=O)NCc1ccco1 (stereo not given)
→ -5, 5, 1.1, 4, nt, 1.1, nt, 0.8, i
